Assay outcomes from PubChem.
IDE act – boosts human insulin-degrading enzyme activity in HEK cells; 340,000 compounds, 0.073% hits; FAbeta-B cleavage, fluorescence polarization; 0% vehicle, 100% cell-free pure enzyme wells; P14735; activation, % at 5.96 µM;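 active = activation above the mean of all tested compounds plus 3 SD, set per screening campaign, cut at about 17% in these data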
PHOSPHO1 block – blocks human PHOSPHO1 phosphatase activity | Q8TCT1 | recombinant PHOSPHO1, absorbance phosphatase assay | inhibition, % at 13.3 µM | 290,000 compounds, 1.1% hits | AID 1565; in the data active = inhibition above about 60%
Target sequence (Q8TCT1 whole entry, looked up): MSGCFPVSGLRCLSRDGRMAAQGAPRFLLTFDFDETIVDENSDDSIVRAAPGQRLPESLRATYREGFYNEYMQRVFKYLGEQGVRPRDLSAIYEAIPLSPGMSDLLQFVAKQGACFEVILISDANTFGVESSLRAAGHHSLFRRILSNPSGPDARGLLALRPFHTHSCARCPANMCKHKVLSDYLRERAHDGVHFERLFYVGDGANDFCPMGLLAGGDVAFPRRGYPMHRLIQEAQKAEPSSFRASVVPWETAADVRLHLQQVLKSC
VIM-2 inh – inhibitors of Pseudomonas aeruginosa VIM-2 metallo-beta-lactamase; AID 1527; inhibition, % at 5.6 µM; purified VIM-2, nitrocefin hydrolysis, epi-absorbance fluorescence; 290,000 compounds, 0.89% hits;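 active = inhibition above the mean of all tested compounds plus 3 SD, cutoff set per screening run, cut at about 7.5% in these data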;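 note: red hydrolysis product quenches plate fluorescence so inhibitors raise well fluorescence; 0% = enzyme with DMSO and 100% = DMSO without enzyme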
IMP-1 inhibitor – inhibitors of Pseudomonas aeruginosa IMP-1 metallo-beta-lactamase. inhibition, % at 5.6 µM. 290,000 compounds, 0.45% hits. purified IMP-1, nitrocefin hydrolysis, epi-absorbance fluorescence;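 active = inhibition above the mean plus 3 SD of all compounds in the same screening run, cut at about 4.5% in these data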;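 note: 0% = IMP-1 with DMSO and 100% = DMSO wells lacking enzyme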
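Assay system: purified IMP-1; Quantity: IMP-1 0.2 nM before substrate addition; Medium: HEPES buffer pH 7.1 with ZnSO4 and Brij 35; Incubation: 15 min enzyme–compound preincubation, then 25 min nitrocefin reaction, 25 °C; Signal: fluorescence quenching readout, ex 480/em 530 nm; Controls: DMSO with and without IMP-1; Repeats: singlicate testing.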
GPR7 antagonist – blocks human GPR7 receptor signaling; P48145; inhibition, % at 4.4 µM; GPR7-expressing cells, fluorescence antagonist assay; 290,000 compounds, 1.1% hits; AID 1861; in the data active = inhibition above about 16%, passing the limit was not always enough;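 note: cells stimulated with the agonist NPW; 0% = agonist with vehicle and 100% = vehicle without agonist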
Target sequence (P48145 whole entry, looked up): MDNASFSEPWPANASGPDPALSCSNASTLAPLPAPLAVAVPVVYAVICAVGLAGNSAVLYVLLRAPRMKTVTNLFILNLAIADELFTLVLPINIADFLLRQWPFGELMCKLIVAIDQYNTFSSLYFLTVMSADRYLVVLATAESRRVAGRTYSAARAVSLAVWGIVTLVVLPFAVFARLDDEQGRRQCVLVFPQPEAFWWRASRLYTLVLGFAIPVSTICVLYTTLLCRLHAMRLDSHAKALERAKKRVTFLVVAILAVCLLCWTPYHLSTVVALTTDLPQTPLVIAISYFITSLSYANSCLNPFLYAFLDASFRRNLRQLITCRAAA
pCIP destab – compounds decreasing mouse p/CIP protein stability | F442A p/CIP-EGFP cells, EGFP fluorescence, 16 h | 290,000 compounds, 0.01% hits | decrease of EGFP signal, % at 10 µM | Q05BA5 | AID 1984;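 active = EGFP signal decrease of at least 30% at 10 µM or well 3 SD below plate mean, unless failing retest; inactive = the rest, including hits failing retest or dose response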; note: some compounds called inactive have numbers as strong as hits; many of its hits are not listed in these tables
IDE cell inh – inhibitors of human insulin-degrading enzyme in cells. P14735. HEK cells, FAbetaB cleavage, fluorescence polarization. inhibition, % at 5.59 µM. 320,000 compounds, 0.41% hits;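 active = percent inhibition above the average of all tested compounds plus 3 SD, set per screening campaign, cut at about 16% in these data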;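 note: IDE supplied by intact live HEK cells; FP after avidin binding of uncleaved biotin substrate so inhibition keeps polarization high; 0% = DMSO wells and 100% = 60 µM reference IDE inhibitor Ii1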
NALP1 inh – NALP1 inhibition; AID 2071; 280,000 compounds, 0.61% hits; S. cerevisiae NALP1/ASC/caspase-1 growth, X-gal OD620, 72 h; inhibition, % at 10 µM; in the data active = inhibition mostly above about 24%, no sharp cut-off; inactive = mostly below about 32%; note: some compounds called inactive have numbers as strong as hits
M18AAP inhibitor – blocks P. falciparum M18 aspartyl aminopeptidase; recombinant PfM18AAP, H-Glu-NHMec fluorogenic cleavage; inhibition, % at 7.35 µM; 290,000 compounds, 1.2% hits;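 active = inhibition above the campaign mean inhibition over all tested compounds plus 3 SD, cut at about 28% in these data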;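 note: 0% = plate median of test compound wells and 100% = 2 mM ZnCl2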
The depositor's hits bear a star; nt = no result given.

Order of results – IDE act, PHOSPHO1 block, VIM-2 inh, IMP-1 inhibitor, GPR7 antagonist, pCIP destab, IDE cell inh, NALP1 inh, M18AAP inhibitor
- CC1CCC(NC(=O)C2CCC(CNc3c(N4CCCCC4)c(=O)c3=O)CC2)CC1 (configuration not stated)
→ 0.9, 2.6, -1.3, -1.3, -8.5, -9.9, 1.1, nt, -2.5
- CC1CCCN(CCCCOc2cccc(Br)c2)C1 (configuration not stated)
→ 3.8, -17.7, -1.9, -1.1, 1.4, -10.5, -6.8, 36.6, -5.1
- CCOc1ccccc1NC(=O)c1cccnc1
→ 5.0, nt, -0.9, -3.8, -8.5, nt, 1.7, nt, -12.7
- O=C(NC1CCCCC1)NC1CC2CCC(C1)N2C(=O)NC1CCCCC1 (configuration not stated)
→ nt, 14.1, -2.0, -2.3, 8.0, -2.8, nt, 4.0, 1.4
- COc1ccc(CCC(=O)N2CCCSC2=Nc2ccc(C(C)=O)cc2)cc1
→ -0.9, -8.9, -2.7, -4.0, -6.1, 6.2, 1.8, 29.7, -1.4
- Cc1cccc(NS(=O)(=O)c2cc(OCC(N)=O)c(C)cc2Cl)c1
→ 6.6, -1.9, -0.5, 2.2, -6.9, -9.8, 0.2, -27.4, -6.3
- CCC(c1nnnn1Cc1ccc(OC)cc1)N1CCN(C(=O)c2ccco2)CC1 (configuration not stated)
→ -1.1, 22.8, -1.2, -1.4, 2.4, -2.4, 1.6, 8.3, -4.7
- COc1ccc(C2=NOC(C(=O)NCCN3CCOCC3)C2)cc1 (configuration not stated)
→ 1.8, 33.0, -0.8, -1.9, -3.9, -11.5, -0.1, 26.9, -3.4
- CN1CCN(c2ccc(NC(=O)COc3ccccc3[N+](=O)[O-])cc2)CC1
→ 0.6, 29.5, 44.6*, -1.3, -17.6, 2.3, -9.5, 24.2, 4.1
- O=c1c2c3nc4ccccc4nc3n(/N=C/c3ccco3)c2ncn1CCC1=CCCCC1
→ 5.9, -1.5, nt, nt, nt, -2.3, -0.6, 22.5, nt
- COc1cccc(OC)c1NC(=O)Cn1nc(C)c2ccccc2c1=O
→ -1.5, 33.9, -1.1, 0.5, 3.9, 2.7, 2.7, 3.2, -3.9
- C(=N/Nc1nccs1)/c1cccnc1
→ 8.4, -20.0, -2.5, -2.8, -17.1, 4.0, -1.4, 4.1, 17.0
- CCN(Cc1ccncc1)C(=O)C1CCN(S(=O)(=O)c2cccs2)CC1
→ 0.1, 25.7, -0.8, -1.2, -1.6, 9.3, -1.0, 14.1, 5.1
- CCc1cc(=O)oc2c3c(cc(OCC(=O)N[C@H](C(=O)O)[C@H](C)CC)c12)OC(C)(C)CC3
→ 3.2, 14.1, -0.3, -3.2, 0.1, 2.9, 4.5, 18.6, 3.8
- C[C@H](NC(=O)c1nc[nH]c1C(=O)N1CCN(c2ccccc2)CC1)C(=O)OCc1ccccc1
→ 0.0, 20.9, -1.2, -3.3, 2.1, -3.8, -1.2, 20.6, 7.1
- COC(=O)c1cc(C#N)c(OC(C)C)nc1C
→ 4.4, 26.5, -2.8, -2.8, -4.6, -5.7, -7.0, -10.3, 1.2
- C[C@@H]1CC[C@]2(O[C@@H](CCO)C[C@@H](O)[C@@H]2O)O1
→ 0.5, 13.3, nt, nt, nt, 2.4, 0.9, 13.8, nt
- Cc1ccc(C(=O)O/N=C(\N)Cc2cccs2)c(Cl)c1
→ -5.3, 18.5, -1.3, -1.4, 5.0, -13.5, -8.3, 14.9, -9.2
- CCc1nc(N2CCN(C(C)=O)CC2)c(C#N)c2c1COC(C)(C)C2
→ 0.0, 15.7, -2.1, -3.6, 1.9, -10.7, 2.9, 31.4, -6.5
- O=C(Nc1cc(C(F)(F)F)ccc1N1CCOCC1)c1cccnc1
→ 3.9, 7.1, -0.7, -3.8, -15.3, 0.5, -3.6, 28.7, 3.3
- O=C(NNC(=O)c1ccc(F)cc1F)c1ccc2c(c1)OCO2
→ 6.0, 37.3, 1.4, -1.2, 6.1, 8.7, 1.5, -1.5, 0.5
- COc1ccc(N2CC(C)Cn3c2nc2c3c(=O)n(Cc3ccc(C)cc3)c(=O)n2C)c(OC)c1 (configuration not stated)
→ 1.0, -5.3, -1.4, 0.7, -11.1, -3.8, 2.6, -10.0, -5.2
- Cc1cccc(C)c1NC(=O)CSCC(=O)O
→ 4.3, -4.9, -1.8, -2.8, -6.6, -2.7, 1.0, 21.3, -4.2
- CCCCOC(=O)C1CCCC(C)N1 (configuration not stated)
→ 4.2, -90.7, -2.6, -5.0, -5.3, -1.8, 4.4, 5.9, 0.3
- COCC(C)Nc1nc(C)c(C(C)=O)s1 (configuration not stated)
→ -2.4, -7.1, -2.0, -2.5, -8.3, 7.8, -0.8, 8.1, 6.1
- COc1ccccc1Nc1nc2c(C)cccc2cc1C#N
→ 5.8, 20.2, 1.9, -0.4, -6.6, -16.3, -1.5, 3.7, -13.3
- COc1cc(/C=C/C(=O)OCC(=O)NC(=O)NCc2ccccc2)ccc1OCC#N
→ -6.8, 22.6, -2.2, -1.2, -12.3, -8.4, 5.9, -6.6, -0.5
- Cc1cc(OC(=O)c2cc(C(F)(F)F)cc(C(F)(F)F)c2)c([N+](=O)[O-])c(=O)[nH]1
→ 5.6, 25.4, -1.7, -3.4, -9.9, -9.6, 1.0, 5.9, 5.7
- COc1ccc(F)cc1S(=O)(=O)n1nc(C)cc1C
→ 0.6, 25.3, 1.9, 0.6, 21.4, -10.7, -5.8, -9.6, -14.8
- CC(C)[C@H]1C=C(C(=O)O)O[C@@H](OCCCCO)C1
→ 1.3, 6.5, nt, nt, nt, 2.2, 1.8, nt, nt
- O=S(=O)(c1cnc[nH]1)N1CCN(C(c2ccc(F)cc2)c2ccc(F)cc2)CC1
→ 1.2, -3.7, -0.3, -2.9, -16.9, 1.1, 2.7, 22.8, 0.7
- Cc1ccc(CS(=O)(=O)Cc2ccc(C(=O)NCc3cccs3)o2)cc1
→ 7.9, 6.7, -3.0, -3.0, -17.0, 2.6, 3.3, -13.2, 11.1
- CCCC(C(=O)NCc1ccco1)N(Cc1ccco1)C(=O)CNS(=O)(=O)c1ccccc1 (configuration not stated)
→ -0.6, 34.6, -0.8, -0.8, 3.7, -5.7, -3.3, 7.9, -7.1
- O=C(Nc1ccc(C(F)(F)F)cc1)c1ccc2nc[nH]c2c1
→ -0.2, -2.6, -2.2, -4.4, -8.7, -3.8, 1.5, 10.7, -3.6
- COCc1cccc(NC(=O)CCc2ccccc2)c1
→ nt, 21.5, -1.1, -1.2, 0.1, 25.2, -10.6, 12.2, -4.0
- COc1cccc(/C=C/c2ccc3cccc(O)c3n2)c1OC
→ 0.7, 27.0, -0.6, 0.5, 2.2, 4.4, -0.1, 0.7, -0.6
- Cc1cccc(C)c1-n1ncc(C(=O)NC2CCCC2)c1C1CCNCC1
→ 5.8, 12.0, -0.7, -4.9, -8.5, -8.9, 1.8, 13.8, -15.2
- COc1cccc(/C=N/NC(=O)c2c(C)nc3ccc(Br)cn23)c1
→ 0.4, 28.7, -4.8, -2.8, -5.0, -1.5, -8.2, -3.5, 2.6
- Cc1cc(/C=C2\C(=N)N3N=C(CC(=O)N4CCOCC4)SC3=NC2=O)c(C)n1-c1ccccc1
→ -4.5, 2.8, -0.9, -2.3, -1.2, 0.3, -3.4, 23.3, -1.2
- O=C1c2ccccc2C(O)N1CCN1CCOCC1 (configuration not stated)
→ -4.4, -7.1, -6.4, -1.2, -11.9, -9.4, 4.0, 5.0, -1.8
- CN(C)c1nc(=NCc2ccco2)ss1
→ -5.8, 57.7, -2.7, -0.8, 8.1, -9.2, 5.5, 14.4, 46.5*
- COc1ccc(-c2csc(N(CCCN3CCOCC3)C(=O)CCl)n2)cc1
→ 4.2, nt, -0.6, -2.8, -11.1, 20.7, -2.4, -16.6, 3.5
- Cc1ccc(C(C(=O)NC2CCCCC2)N(C(=O)Cc2c[nH]c3ccccc23)c2ccccc2C)o1 (configuration not stated)
→ 1.5, -9.3, -4.2, -4.7, -3.0, -6.3, -3.2, -27.1, -2.6
- CC(C)Nc1nc(NC(C)C)nc(OCCOC(=O)Nc2ccccc2)n1
→ 0.8, 5.9, -0.4, -1.4, 1.3, -15.0, 2.2, -17.9, 2.0
- COc1ccc(C(=O)Nc2ccc(N3CCCC3)cc2)cc1OC
→ 3.0, 23.9, -2.2, -2.6, -8.5, -1.4, nt, 4.0, 21.3
- Oc1cccc2c(NC(=S)Nc3ccc(OC(F)F)cc3)cccc12
→ -1.1, -4.6, 0.1, -0.4, 6.2, -8.8, 2.2, 21.9, 15.8
- CCOc1ccc2cc(C#N)c(SCC(=O)OC)nc2c1
→ -6.8, 30.9, -3.1, -3.2, -6.3, 5.8, 7.4, -6.5, -1.6
- Cc1cc(C(=O)N/N=C/c2ccc(-c3cccc(Cl)c3)o2)n[nH]1
→ 1.9, 11.5, -1.0, -0.7, -10.5, -14.2, 1.9, -5.6, 2.3
- O=C(Nc1cccc(NC(=O)c2ccc3c(c2)OCO3)c1)c1ccccc1
→ 8.1, 15.9, -1.4, -2.2, -19.7, 14.2, 3.1, 2.0, -3.3
- O=C(CSc1n[nH]c(-c2ccccc2)n1)NCc1cccc(C(=O)O)c1
→ 5.0, 20.8, -4.0, -1.6, 0.4, 7.5, 1.9, -1.7, 2.4
- CC(=O)c1ccc(N2CCN(C(=O)CCCn3c(=O)[nH]c4ccccc4c3=O)CC2)cc1
→ -9.7, -3.9, -0.3, 0.2, 9.9, -1.7, 6.9, 6.5, -4.3
- O=C(CCCOc1ccc(Cl)cc1Cl)N/N=C/c1ccccc1
→ -5.0, -21.7, 0.6, -0.6, -4.0, -22.5, 8.7, 24.1, 9.0
- O=C(NCc1ccco1)c1ccc2c(c1)C(=O)c1ccccc1-2
→ -1.8, -8.3, 6.1, -0.2, -12.7, -9.6, -4.3, -0.9, 4.9
- Cc1cc(C(=O)N2CCCC(N3CCN(c4cccc(C(F)(F)F)c4)CC3)C2)nn1C (configuration not stated)
→ 4.1, 35.5, 0.3, -1.4, -7.0, -9.5, -1.2, 2.7, -3.2

Given tab-delimited: entries from further up
molecule	IDE act	PHOSPHO1 block	VIM-2 inh	IMP-1 inhibitor	GPR7 antagonist	pCIP destab	IDE cell inh	NALP1 inh	M18AAP inhibitor
O=C1c2ccccc2C(O)N1CCN1CCOCC1 (configuration not stated)	-4.4	-7.1	-6.4	-1.2	-11.9	-9.4	4.0	5.0	-1.8
CN(C)c1nc(=NCc2ccco2)ss1	-5.8	57.7	-2.7	-0.8	8.1	-9.2	5.5	14.4	46.5*
